# NRP1-CendR mod – alters CendR peptide binding to human NRP-1; O14786; 360,000 compounds, 0.85% hits; inhibition, % at 25 µM; FAM-RPARPAR peptide binding to NRP-1, fluorescence polarization; AID 602438;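 active = inhibition or corrected inhibition above about 18%, plus a signal ratio from 0.5 to 1.5, limit read from the data, passing the limit was not always enough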; also: strong numbers were not always called active
# eLon inh – E. coli protease La inhibition | P0A9M0 | purified E. coli Lon protease, fluorescence polarization | inhibition, % at 7.94 µM | 360,000 compounds, 0.42% hits | AID 602123; in the data active = inhibition above about 13%, passing the limit was not always enough;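 also: 0% = enzyme with probe and DMSO and 100% = no enzyme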
# Neddyl block – inhibitors of human cullin neddylation; P61081+Q13564; TR-FRET cullin neddylation, biochemical; calls only at 25 µM; 360,000 compounds, 0.58% hits; AID 651699; in the data active = inhibition above about 36%
# Target sequence (P61081 whole entry, looked up): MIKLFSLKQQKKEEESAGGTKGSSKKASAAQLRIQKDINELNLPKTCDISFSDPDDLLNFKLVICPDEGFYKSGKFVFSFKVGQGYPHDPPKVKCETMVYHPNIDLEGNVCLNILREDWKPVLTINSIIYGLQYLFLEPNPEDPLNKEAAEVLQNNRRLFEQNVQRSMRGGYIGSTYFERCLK
# Target sequence (Q13564 whole entry, looked up): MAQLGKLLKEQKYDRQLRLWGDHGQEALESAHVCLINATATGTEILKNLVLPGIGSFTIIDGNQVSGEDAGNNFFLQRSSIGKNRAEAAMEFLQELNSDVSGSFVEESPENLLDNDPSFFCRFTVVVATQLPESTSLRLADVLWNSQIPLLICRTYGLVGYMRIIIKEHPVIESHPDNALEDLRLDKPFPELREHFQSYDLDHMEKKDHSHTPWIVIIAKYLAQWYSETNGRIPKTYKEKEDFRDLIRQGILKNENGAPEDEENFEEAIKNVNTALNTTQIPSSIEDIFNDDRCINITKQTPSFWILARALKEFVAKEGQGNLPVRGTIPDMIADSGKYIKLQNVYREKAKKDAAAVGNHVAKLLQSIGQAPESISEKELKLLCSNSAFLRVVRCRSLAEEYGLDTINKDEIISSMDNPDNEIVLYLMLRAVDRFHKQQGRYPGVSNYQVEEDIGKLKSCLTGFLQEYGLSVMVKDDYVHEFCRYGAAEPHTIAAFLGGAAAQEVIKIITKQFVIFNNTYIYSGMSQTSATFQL
# Rin1 Abl inh – inhibitors of human Rin1-Abl protein interaction. P00519+Q13671. TR-FRET Rin1/Abl binding, biochemical. inhibition, % at 7.35 µM. 360,000 compounds, 0.4% hits; in the data active = inhibition above about 5%, passing the limit was not always enough
# bovine MsrA act – activators of bovine methionine sulfoxide reductase A; purified bovine MsrA, absorbance read-out; activation, % at 10.6 µM; 360,000 compounds, 0.3% hits; AID 602163; in the data active = activation above about 7.5%;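 also: 0% = vehicle and 100% = reference activator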
# SKN-1 block – inhibitors of C. elegans SKN-1 | C. elegans VP596 Pgst-4::GFP/RFP ratio, acrylamide-induced, 24 h | 360,000 compounds, 0.49% hits | inhibition, % at 21.8 µM;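 active = interference check ratio from 0.5 to 1.5 plus GFP to RFP signal ratio inhibition reaching or exceeding a fixed threshold, cut at about 30% in these data, passing the limit was not always enough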; also: some compounds called inactive have numbers as strong as hits
# FAS-TE inh – blocks the thioesterase domain of human fatty acid synthase; 360,000 compounds, 0.67% hits; P49327; recombinant FAS-TE, OMFH fluorogenic substrate, fluorescence endpoint; inhibition, % at 15 µM;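 active = compounds whose normalised, plate-corrected inhibition of enzyme fluorescence in the single-dose primary screen is 50% or more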;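 also: 0% = DMSO with enzyme and 100% = substrate without enzyme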
# MLLE-PAM2 inh – blocks PAM2 peptide binding to the PABP1 MLLE domain; P11940; GST-MLLE / FITC-PAM2 fluorescence polarization; inhibition, % at 20 µM; 360,000 compounds, 0.36% hits; in the data active = inhibition above about 35%, passing the limit was not always enough;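 also: plate controls were DMSO wells with GST-MLLE for no effect and wells lacking GST-MLLE protein for full effect; some results filed as inactive read as strong as hits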
# MT1-MMP act inh – blocks activation of human MT1-MMP; P50281; HT1080 RFP-PRO-GFP cells, GFP/RFP ratio fluorescence, overnight; percent of plate control window, DMSO zero; GFP/RFP ratio change, % at 20 µM; 360,000 compounds, 0.061% hits;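 active = GFP/RFP ratio change of at least 30% with cell ATP level not reduced by more than half and red fluorescence within 50% of control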; also: strong numbers were not always called active
#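 system = RFP-PRO-GFP reporter HT1080 cells | dosing = 20 µM single dose, 1% DMSO | timing = overnight cell settling, then overnight compound exposure, 37 °C, 5% CO2 | read-out basis = GFP/RFP fluorescence ratio | controls = DMSO and RFP-L50D-GFP cell wells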
# An asterisk follows results filed as active; i = inactive.
item | structure | NRP1-CendR mod | eLon inh | Neddyl block | Rin1 Abl inh | bovine MsrA act
1 | O=C(CSc1nnc2n1CCCCC2)Nc1ccc(N2CCOCC2)cc1 | 0.3 | -1.4 | i | -1.6 | -5.1
2 | COC(=O)c1sccc1NS(=O)(=O)c1ccccc1 | 13.3 | -7.1 | i | 4.8 | -2.8
3 | C=CCOc1ccccc1CN1CCCC(CCC(=O)N(C)CCc2ccccn2)C1 (configuration not stated) | 5.8 | -0.1 | i | 4.9 | -3.0
4 | CN(C)CCNC(=O)C1Cc2c(-c3ccccc3Oc3ccccc3)ccnc2O1 (configuration not stated) | -2.3 | -6.5 | i | 0.9 | 1.6
5 | COc1cccc(NC(=O)CSc2nnc(CN3CCOCC3)n2C)c1 | -4.4 | -1.5 | i | 3.7 | -1.1
6 | Cc1ccc(NC(=O)COC(=O)CCc2c(C)nc3ncnn3c2C)cc1 | 23.0 | -2.2 | i | 1.1 | -0.8
7 | CC(=O)Nc1ccccc1C(=O)C(=O)Nc1ccccc1 | -6.0 | -11.4 | i | 0.0 | -3.7
8 | CCN(CC)S(=O)(=O)c1ccc2c(c1)c(=O)c(C(=O)N1CCN(c3ccccn3)CC1)cn2C | 5.9 | -4.4 | i | 0.8 | -2.3
9 | C[C@@H]1CN([C@H](C)CO)C(=O)CCCn2nncc2CO[C@H]1CN(C)C(=O)c1ccccc1 | -5.5 | 0.2 | i | -2.6 | -0.8
10 | CC1(C)CC(=O)C(C=NCCN2CCN(C3CC(=O)N(c4ccc(Cl)c(Cl)c4)C3=O)CC2)=C(O)C1 (configuration not stated) | 1.2 | -0.4 | i | -0.4 | -5.4
11 | Cc1c(CC(=O)O)c(=O)oc2cc3occ(-c4ccccc4)c3cc12 | 43.5* | -0.7 | i | 3.5 | -3.4
12 | CCOc1ccc(C(=O)NCC2CCCN2S(=O)(=O)c2cccs2)cc1 (configuration not stated) | 6.8 | -7.8 | i | 0.3 | 0.3
13 | O=C(NC(=S)Nc1ccc(CN2CCOCC2)cc1)c1cccc([N+](=O)[O-])c1 | -7.5 | 1.7 | i | -4.6 | -0.2
14 | Cc1cccc(N2CCN(S(=O)(=O)c3c(C(=O)N4CCCCC4)c(C)n(C)c3C)CC2)c1C | -7.1 | -7.2 | i | -3.9 | -1.4
15 | NC(=O)COC(=O)CCCSc1nc2ccccc2s1 | -13.4 | -7.3 | i | 11.4* | -2.6

item | SKN-1 block | FAS-TE inh | MLLE-PAM2 inh | MT1-MMP act inh
1 | 1.2 | -7.8 | -16.0 | -5.3
2 | -16.0 | -0.9 | 21.9 | -0.2
3 | 4.4 | -4.3 | 26.6 | -0.8
4 | -3.9 | -6.5 | -1.6 | 2.4
5 | -3.6 | -6.5 | -6.2 | -3.0
6 | 11.3 | -6.8 | -2.5 | 2.6
7 | -3.0 | -9.5 | 11.6 | 2.4
8 | -0.2 | 2.7 | 5.2 | -0.4
9 | -1.1 | -8.1 | 4.0 | 4.9
10 | -2.3 | -0.3 | 4.5 | -2.0
11 | -16.3 | -0.6 | -0.4 | 3.7
12 | 4.6 | -0.3 | 11.0 | 5.1
13 | -4.3 | -10.1 | 28.4 | 8.7
14 | 3.5 | 6.2 | 2.8 | -7.2
15 | -10.8 | -3.3 | -15.2 | -9.1

# Of the compounds above, these have a thiophene ring, fused or not.
item | structure | NRP1-CendR mod | eLon inh | Neddyl block | Rin1 Abl inh | bovine MsrA act
2 | COC(=O)c1sccc1NS(=O)(=O)c1ccccc1 | 13.3 | -7.1 | i | 4.8 | -2.8
12 | CCOc1ccc(C(=O)NCC2CCCN2S(=O)(=O)c2cccs2)cc1 (configuration not stated) | 6.8 | -7.8 | i | 0.3 | 0.3

item | SKN-1 block | FAS-TE inh | MLLE-PAM2 inh | MT1-MMP act inh
2 | -16.0 | -0.9 | 21.9 | -0.2
12 | 4.6 | -0.3 | 11.0 | 5.1

# The list goes on.
item | structure | NRP1-CendR mod | eLon inh | Neddyl block | Rin1 Abl inh | bovine MsrA act
16 | CCn1c(SCC(=O)Nc2ccc(S(N)(=O)=O)cc2)nnc1-c1ccccc1OC | 3.9 | -0.9 | i | -0.3 | -1.0
17 | Clc1ccc(OCCCc2nc(-c3ccncc3)no2)c(Cl)c1 | -13.0 | 0.6 | i | 2.4 | -3.5
18 | COc1ccc(OC)c2c1sc(=NC(=O)c1cccc(N3C(=O)CCC3=O)c1)n2C | 2.4 | -8.1 | i | -1.9 | -2.0
19 | CSCC[C@H](NC(=O)OC(C)(C)C)C(=O)N/N=C/c1cccc2nccnc12 | -9.8 | -0.2 | i | -1.4 | -5.9
20 | CCc1cc(C(=O)O)c(NC(=O)/C=C/c2ccc(OC)cc2)s1 | 7.7 | 7.3 | i | 0.6 | -3.5
21 | Cc1ccccc1COC(=O)CCC1=NS(=O)(=O)c2ccccc2N1 | 1.6 | 1.2 | i | 2.3 | -2.5
22 | Clc1ccc(OCCCN2CCCC2)cc1Cl | -8.0 | 5.0 | i | -0.9 | -3.2
23 | C[C@H](CO)N1C[C@H](C)[C@@H](CN(C)C(=O)c2ccccc2)OCc2cnnn2CCCC1=O | 1.3 | -7.4 | i | 1.5 | -3.4
24 | COC(=O)CN(c1nc(C)c(Br)c(OC)n1)S(=O)(=O)c1ccccc1 | 4.8 | -1.9 | i | -0.7 | -3.3
25 | O=C(NNC(=O)C12CC3CC(CC(C3)C1)C2)c1ccccn1 | 8.2 | 0.8 | i | 0.0 | -2.8
26 | c1ccn2c(SCc3ccc4c(c3)OCO4)nnc2c1 | 24.4* | -2.6 | i | -1.5 | 0.4
27 | O=C(CN(c1ccccn1)S(=O)(=O)c1ccc(F)cc1)Nc1ccccc1 | 9.1 | -5.9 | i | -0.4 | -4.7
28 | CC(NC(=O)c1ccco1)C(c1cccs1)N1CCN(c2ccccc2)CC1 (configuration not stated) | 2.3 | -2.7 | i | -1.5 | -0.7

item | SKN-1 block | FAS-TE inh | MLLE-PAM2 inh | MT1-MMP act inh
16 | -14.5 | -4.3 | 2.6 | 4.6
17 | 43.3* | 8.8 | -13.7 | 5.1
18 | 5.0 | 6.9 | -4.3 | -1.8
19 | -13.0 | -5.2 | 8.3 | 1.2
20 | -5.8 | -1.1 | -1.9 | 3.4
21 | 5.2 | -3.5 | 26.6 | 5.8
22 | 3.8 | -10.4 | 13.9 | 7.1
23 | 11.4 | -3.4 | -3.4 | 1.2
24 | -19.2 | 24.6 | -29.9 | -4.0
25 | 4.0 | -4.5 | -12.2 | 4.4
26 | 13.0 | -7.1 | -2.1 | 3.3
27 | 9.2 | -5.9 | -20.1 | -2.2
28 | 0.2 | 2.7 | -17.3 | -10.5

# Structures listed so far printed as active in NRP1-CendR mod.
cpd	SMILES	NRP1-CendR mod	eLon inh	Neddyl block	Rin1 Abl inh	bovine MsrA act	SKN-1 block	MLLE-PAM2 inh	MT1-MMP act inh
11	Cc1c(CC(=O)O)c(=O)oc2cc3occ(-c4ccccc4)c3cc12	43.5*	-0.7	i	3.5	-3.4	-16.3	-0.4	3.7
26	c1ccn2c(SCc3ccc4c(c3)OCO4)nnc2c1	24.4*	-2.6	i	-1.5	0.4	13.0	-2.1	3.3

# Grouped by structure: those above containing a furan ring, fused or not.
item | structure | NRP1-CendR mod | eLon inh | Neddyl block | Rin1 Abl inh | bovine MsrA act
11 | Cc1c(CC(=O)O)c(=O)oc2cc3occ(-c4ccccc4)c3cc12 | 43.5* | -0.7 | i | 3.5 | -3.4
28 | CC(NC(=O)c1ccco1)C(c1cccs1)N1CCN(c2ccccc2)CC1 (configuration not stated) | 2.3 | -2.7 | i | -1.5 | -0.7

item | SKN-1 block | FAS-TE inh | MLLE-PAM2 inh | MT1-MMP act inh
11 | -16.3 | -0.6 | -0.4 | 3.7
28 | 0.2 | 2.7 | -17.3 | -10.5

# Along the list, as entered above.
# MLLE-PAM2 inh for nos. 24 to 28 → -29.9, -12.2, -2.1, -20.1, -17.3
